NALP3 yeast inh = inhibitors of NALP3 inflammasome in yeast. actives 0.39% (n = 330,000). inhibition, % at 10 µM. Yeast reconstituted NLRP3/ASC/caspase-1, beta-gal luminescence, 24 h;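 active = inhibition of 50% or more; inactive = inhibition below 50%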;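 note: plate controls were induced DMSO wells for no effect and uninduced yeast grown without galactose for full effect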
beta cell repl = induces beta-cell replication in MIN6 cells | proliferation, % at 10 µM | actives 0.29% (n = 330,000) | AID 2380 | MIN6 cells proliferation, ATPlite luminescence, 48 h; cells starved in 0.2% serum; 100% = growth in 10% serum;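 active = compounds whose signal lies at least 3.5 SD above the mean of all wells on their plate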;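 note: 0% = DMSO-treated cells in low-serum medium and 100% = 10% serum control; some compounds called inactive have numbers as strong as hits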
SENP1 inh = blocks the human SENP1 SUMO protease catalytic domain | recombinant SENP1 catalytic domain, CyPet-SUMO1-YPet FRET cleavage | inhibition, % at 10 µM | Q9P0U3 | actives 0.21% (n = 360,000);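 active = inhibition at least 30% at 10 µM, raw YFP signal under a set limit, fluorescence ratio 0.5 to 1.5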;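 note: 0% = enzyme with DMSO and 100% = no enzyme wells; some results filed as inactive read as strong as hits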
Target sequence (Q9P0U3 419-644 limits assumed): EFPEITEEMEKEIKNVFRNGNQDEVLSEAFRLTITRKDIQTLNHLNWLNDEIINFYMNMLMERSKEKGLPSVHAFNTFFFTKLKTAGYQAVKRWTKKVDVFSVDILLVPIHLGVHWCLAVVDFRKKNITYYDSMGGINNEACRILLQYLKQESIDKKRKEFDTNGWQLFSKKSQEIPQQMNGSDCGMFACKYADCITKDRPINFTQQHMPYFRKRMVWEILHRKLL
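Material: hSENP1 catalytic domain, recombinant; medium: Tris pH 8 with BME, BSA, NP40 and catalase; compound: single concentration of 10 µM compound, 0.5% DMSO final; technique: FRET read of cyan and yellow fluorescence; timing: 50 min enzyme reaction, room temperature, light-protected; reagent: SFCypet-SUMO1-SFYpet substrate at 25 nM; control set: no-enzyme low, enzyme-DMSO high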
hIAP inh = blocks human intestinal alkaline phosphatase. AID 2544. purified IAP, CDP-Star luminescence, 30 min. actives 0.12% (n = 330,000). inhibition, % at 10 µM;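 active = inhibition reaching a set limit with compound at 10 µM in the primary screen, cut at about 35% in these data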;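 note: plate controls were DMSO wells with enzyme for no effect and no-enzyme buffer wells for full effect; values of inactives mirror those of a sister screen read the other way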
hIAP act = human IAP activation; actives 0.16% (n = 330,000); P09923; activation factor at 10 µM; purified human IAP, CDP-Star luminescence, 30 min; stronger effect = higher value; 1 = vehicle-only enzyme, 0 = enzyme-free background;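 active = activation factor of the enzyme at least 2-fold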; note: the source names both 10 and 20 µM as test concentration; values of inactives mirror those of a sister screen read the other way
APOBEC3A inh = human APOBEC3A DNA deaminase inhibition | P31941 | recombinant A3A, FAM/TAMRA ssDNA deamination fluorescence | inhibition, % at 20 µM | actives 0.41% (n = 330,000) | AID 493011;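 active = at least 40% inhibition at 20 µM here, with at most 30% in a related deaminase screen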;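 note: plate controls were A3A with DMSO for no effect and wells lacking A3A enzyme for full effect; some results filed as inactive read as strong as hits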
Target sequence (P31941 whole entry, looked up): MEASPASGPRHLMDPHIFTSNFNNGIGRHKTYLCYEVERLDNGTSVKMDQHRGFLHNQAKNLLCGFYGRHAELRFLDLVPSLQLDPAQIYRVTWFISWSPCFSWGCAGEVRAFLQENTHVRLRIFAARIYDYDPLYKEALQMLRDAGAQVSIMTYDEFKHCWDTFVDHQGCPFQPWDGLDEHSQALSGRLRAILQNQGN
mIAP block = mouse IAP inhibition; purified mouse IAP, CDP-Star luminescence, 30 min; inhibition, % at 10 µM; actives 0.2% (n = 330,000);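 active = inhibition of at least 40% at 10 µM in the primary screen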;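 note: plate controls were DMSO with enzyme for no effect and no enzyme wells for full effect; values of inactives mirror those of a sister screen read the other way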
mIAP act = increases mouse intestinal alkaline phosphatase activity; muIAP, CDP-Star luminescence, 30 min; stronger effect = higher value; 1 = vehicle-only enzyme signal, 0 = enzyme-free wells; activation factor at 10 µM; actives 0.24% (n = 330,000);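 active = activation factor of at least 2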; note: the source names both 10 and 20 µM as test concentration; values of inactives mirror those of a sister screen read the other way
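System: mouse IAP enzyme. Reagent: CDP-Star chemiluminescent phosphatase substrate. Benchmarks: DMSO wells, no-enzyme wells. Times: 30 min enzyme-substrate-compound incubation at room temperature. Detection: luminescence from enzymatic CDP-Star hydrolysis. Doses: test compounds delivered from DMSO solution.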
A3G deaminase = inhibitors of human APOBEC3G DNA deaminase; Q9HC16; recombinant A3G, ssDNA deamination FAM/TAMRA fluorescence; inhibition, % at 20 µM; actives 0.28% (n = 330,000); AID 493012;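 active = inhibition of at least 40% at 20 µM, with no more than 30% in the related APOBEC3A deaminase screen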;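 note: plate controls were DMSO wells with A3G for no effect and wells lacking A3G enzyme for full effect; some compounds called inactive have numbers as strong as hits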
Target sequence (Q9HC16 whole entry, looked up): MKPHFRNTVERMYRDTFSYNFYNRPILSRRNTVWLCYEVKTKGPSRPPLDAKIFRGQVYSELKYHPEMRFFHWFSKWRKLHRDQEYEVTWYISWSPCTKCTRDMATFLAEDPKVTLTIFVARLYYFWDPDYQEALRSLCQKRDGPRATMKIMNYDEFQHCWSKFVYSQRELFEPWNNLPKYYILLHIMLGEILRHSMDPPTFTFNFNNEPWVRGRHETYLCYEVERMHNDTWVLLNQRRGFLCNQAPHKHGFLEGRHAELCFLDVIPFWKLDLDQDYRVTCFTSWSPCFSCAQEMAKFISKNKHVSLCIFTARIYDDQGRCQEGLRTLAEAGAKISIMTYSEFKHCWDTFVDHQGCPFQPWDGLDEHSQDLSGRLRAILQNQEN
* = called active by the depositor; / = no result given. This is a subset, so the mix of outcomes need not match the whole.

SMILES	NALP3 yeast inh	beta cell repl	SENP1 inh	hIAP inh	hIAP act	APOBEC3A inh	mIAP block	mIAP act	A3G deaminase
COc1ccccc1NC(=O)c1ccc(NC(=O)COC(=O)C(C)C)cc1	-10	0	0	3	0.97	2	-5	1	-7
CC(C)(O)C#Cc1ccc(C(=O)NCc2ccccc2F)cc1	-3	0	-2	-1	1	0	-5	1	2
COc1ccccc1CNC(=O)C1CC(c2c(Cl)cccc2Cl)=NO1 (configuration not stated)	13	-2	2	18	0.82	-3	-5	1	-6
CC1(OC(=O)C2CCCC2)C(=O)C=C2C=C(c3ccsc3)OC=C2C1=O (configuration not stated)	11	-4	-6	5	0.95	2	12	0.88	-1
CC(C)c1ccc(NC2CCCN(C(=O)CCN3CCOCC3)C2)cc1 (configuration not stated)	-10	2	0	23	0.77	-3	3	0.97	-4
O=C(O)c1cccc(C(=O)Cc2ccccc2)c1	9	2	0	15	0.85	-5	6	0.94	-9
Cc1ccccc1-n1c(SCC(=O)N2CCOCC2)nc(O)c(Cc2ccccc2)c1=O	9	-2	0	-32	1.3	-11	3	0.97	-8
Cc1cccc(OCCC(=O)Nc2ccc(Cl)cc2F)c1	25	-3	0	-10	1.1	1	6	0.94	-1
COc1ccc(-c2c(-c3ccc(OC)c(F)c3)c3ccccc3n2C)cc1	17	-5	-44	18	0.82	3	-4	1	-4
CC(C)CN1C(=O)C(=O)N(CC(=O)Nc2cccc(Cl)c2Cl)C1=O	25	-1	1	0	1	-4	4	0.96	-6
CCc1ccccc1OCCCCN1CCCCC1	16	1	0	-16	1.2	-1	20	0.81	-8
CCN(CC)C(=O)C1CCCc2c1[nH]c1ccc(Cl)cc21 (configuration not stated)	3	-4	-11	12	0.88	-1	-6	1.1	-5
Cc1ccccc1NC(=O)Cc1nc(CN(C)CC(=O)Nc2cccc(F)c2)cs1	25	-5	-8	-18	1.2	3	6	0.94	4
O=C(CCc1nc2sc3c(c2c(=O)[nH]1)CCCC3)NCC(=O)Nc1ccccc1Br	16	4	-24	16	0.84	5	7	0.93	-1
Nc1[nH]c(N=NC(=O)c2ccccc2O)c2ccccc12	17	-4	1	-75	1.7	-2	12	0.88	-7
CCOC(=O)C1CN(S(=O)(=O)c2ccc(OC)cc2)c2cc(S(=O)(=O)CC)ccc2O1 (configuration not stated)	-6	0	3	-3	1	-2	-2	1	-6
COc1ccccc1CC(=O)Nc1ccc(S(=O)(=O)N2CCCC2)cc1	7	3	0	5	0.95	-2	-1	1	-15
Cc1cc(C)n(-c2cc(-n3nc(C)cc3C)ncn2)n1	3	3	2	9	0.91	-3	-8	1.1	-3
CC(=O)NCCc1nc2cc(NC(=O)COc3ccc(C)cc3)ccc2n1C	3	9.2*	0	5	0.95	-4	1	0.99	-8
Cc1ccc(OCCNC(=O)c2cccc(Oc3ccc(C(F)(F)F)cc3[N+](=O)[O-])c2)cc1	-10	-6	2	5	0.95	2	-3	1	-4

Looked up by compound from above:
SMILES	NALP3 yeast inh	beta cell repl	SENP1 inh	hIAP inh	hIAP act	APOBEC3A inh	mIAP block	mIAP act	A3G deaminase
Cc1ccc(OCCNC(=O)c2cccc(Oc3ccc(C(F)(F)F)cc3[N+](=O)[O-])c2)cc1	-10	-6	2	5	0.95	2	-3	1	-4
Cc1ccccc1NC(=O)Cc1nc(CN(C)CC(=O)Nc2cccc(F)c2)cs1	25	-5	-8	-18	1.2	3	6	0.94	4

The list goes on:
SMILES	NALP3 yeast inh	beta cell repl	SENP1 inh	hIAP inh	hIAP act	APOBEC3A inh	mIAP block	mIAP act	A3G deaminase
CC(=O)NC(Cc1ccccc1C)C(=O)NC1CCN(c2ncccc2[N+](=O)[O-])CC1 (configuration not stated)	15	3	/	3	0.97	3	2	0.98	-2
CCC(=O)N1CCc2cc(Br)cc(S(=O)(=O)NCCN3CCCC3)c21	17	4	-4	5	0.95	0	6	0.94	-6
Cc1ccc[n+](CC(=O)Nc2ccc([N+](=O)[O-])cc2)c1	48	-3	1	-14	1.1	-7	9	0.91	-7
CCOC(=O)Nc1ccc(C(=O)Oc2ccccc2)c(O)c1	23	-1	1	0	1	23	5	0.95	-5
CC(C)(C)c1ccc(C(=O)Nc2cnccn2)cc1	23	-5	-3	13	0.87	-2	9	0.91	-4
O=C(O)C1Nc2c(C(=O)N3CCOCC3)cccc2C2C=CCC12 (configuration not stated)	15	0	15	-11	1.1	95	14	0.86	77
COc1ccc(S(=O)(=O)N2CCc3cc4c(cc3C2C)OCCCO4)cc1 (configuration not stated)	17	-2	-7	12	0.88	2	-1	1	10
COc1ccccc1NC(=O)NC(=O)N(C(C)C)S(C)(=O)=O	16	3	1	-5	1.1	6	3	0.97	1
COc1ccc(CC(=O)c2cc(OC)c(OC)cc2CC(=O)O)cc1OC	22	-1	-1	1	0.99	-1	1	0.99	-5
C1=Nc2c(Nc3ccccc3)ncnc2Oc2ccccc21	35	-3	4	-6	1.1	-6	4	0.96	-9
COc1ccccc1NC(=O)COC(=O)C1C2CC3OC(=O)C1C3C2 (configuration not stated)	8	0	2	-2	1	-1	1	0.99	-6
O=C(O)C1CC1C(=O)Nc1cc(F)ccc1F (configuration not stated)	16	-4	1	3	0.97	2	11	0.89	0
CC1CCN(C(=O)C2CCC(=O)N(Cc3ccc(Cl)cc3)C2)CC1 (configuration not stated)	21	6	0	-2	1	-4	2	0.98	-6
Cc1cccc(C(=O)NCC(=O)NCC(c2cccs2)N2CCOCC2)c1 (configuration not stated)	11	-1	-5	-24	1.2	1	-7	1.1	-12
CCCCCN(C(=O)CCC(=O)OCc1ccccc1F)c1c(N)n(CCCC)c(=O)[nH]c1=O	10	2	-1	-3	1	-3	-6	1.1	-5
Cn1c(N)c(C(C[N+](=O)[O-])c2c(F)cccc2Cl)c(=O)n(C)c1=O (configuration not stated)	23	-6	2	-2	1	-2	-4	1	-7
Clc1ccc(Sc2ccccn2)cc1	-3	0	1	4	0.96	-3	-10	1.1	-3
Oc1ccc2c(c1)c1c3n2CCNC3CCC1 (configuration not stated)	14	-2	0	-9	1.1	-4	4	0.96	-7
Cc1ccc(N2C(=O)CS(=O)C(c3ccccc3)C2=O)cc1C (configuration not stated)	11	-5	1	3	0.97	-2	3	0.97	16
COc1cc(S(=O)(=O)N(C)Cc2ccc3c(c2)OCCO3)ccc1NC(C)=O	11	0	2	13	0.87	0	8	0.92	-1
CCOC(=O)N1CCC(NC(=O)C2CCCN(c3nc4ccccc4o3)C2)CC1 (configuration not stated)	-4	0	1	16	0.84	-1	6	0.94	-7
Cc1ccc(CCNS(=O)(=O)c2cc3c(cc2Cl)NC(=O)CO3)cc1	17	-1	2	-6	1.1	3	-1	1	2
CN(c1ccccc1)S(=O)(=O)c1cc(C(=O)OCC(=O)N2CCN(C(=O)c3ccco3)CC2)ccc1Cl	5	-3	1	4	0.95	27	10	0.9	0
CCCCN(C)CCNC(=O)CN1C(=O)CSc2ccc(S(=O)(=O)N3CCOCC3)cc21	12	6	1	-2	1	-5	0	1	-4
COc1cc(CC(=O)O)ccc1O	22	-3	1	-5	1.1	-3	-6	1.1	-4
C=C(C)CC1N(c2cccc(OC)c2)C(=O)C2C(C(=O)O)C3C=CC21O3 (configuration not stated)	5	0	1	-6	1.1	4	-1	1	1
CN(Cc1c(C(=O)N/N=C/c2c(F)cccc2Cl)nnn1-c1nonc1N)c1ccccc1	14	-5	1	-33	1.3	0	2	0.98	2
OCC(Cc1ccccc1)Nc1c2ccccc2nc2ccccc12 (configuration not stated)	6	0	-25	7	0.93	2	-28	1.3	1
CN(C)S(=O)(=O)c1cccc(N2C(=O)CC3(CCCCC3)CC2=O)c1	16	0	2	5	0.95	-3	7	0.93	-9
COc1ccc(C(=O)NC(=S)Nc2cccc3nc(C)ccc23)cc1OC	22	-3	-1	-22	1.2	-2	11	0.89	-8
Cc1cccc(NC(=O)CNC(=O)COC(=O)C2CC2C)c1C (configuration not stated)	8	2	2	-27	1.3	-1	-10	1.1	2
COc1ccc(Cc2nc3ccccc3c(=O)n2N)cc1OC	33	2	2	7	0.93	-1	-13	1.1	-7
CCOC(=O)N1CCC(Nc2nc3ccccc3n3cnnc23)CC1	1	4	-1	14	0.86	-4	-7	1.1	-6
COc1ccccc1NC(=O)c1ccccc1NC(=O)c1ccccc1C(=O)O	23	-1	2	6	0.94	-2	1	0.99	-4
COc1ccc(C(=O)Nc2ccnn2C2CCN(Cc3cn(C)nc3C)CC2)cc1	3	3	-1	-8	1.1	0	-3	1	-7
COc1ccccc1C(=O)NNC(=O)c1nn(Cc2ccccc2)c(=O)c2ccccc12	0	-4	2	-33	1.3	-4	8	0.92	-5
O=C(COC(=O)CCSc1ccc(Cl)cc1)NCc1ccc(Cl)cc1	19	1	1	-8	1.1	3	-3	1	-3
CCOc1ccccc1NC(=O)COc1ccc(S(=O)(=O)N2CCCC2)cc1	3	6	3	-18	1.2	-5	-7	1.1	0
COc1ccc(NC(=O)CN(C)C(=O)CN2C(=O)C3CCCCC3C2=O)cc1 (configuration not stated)	12	-1	1	-1	1	0	4	0.96	-9
CCCCN1CC(O)=C(c2nc(-c3ccc(Cl)cc3)cs2)C1=N	13	-2	-1	17	0.83	0	-22	1.2	0
O=C1CNC(=S)N1c1nc(-c2ccccc2)cs1	20	-2	-1	-6	1.1	-5	-2	1	-9
CC(=O)c1sc(NC(=O)CCCc2nc3ccccc3c(=O)[nH]2)nc1-c1ccccc1	4	1	-6	-9	1.1	-2	-2	1	-2
CS(=O)(=O)N(CC(=O)Nc1ccc(C(N)=O)cc1)C1CCCCC1	3	-3	2	4	0.96	-1	-16	1.2	-1
CCOc1ccccc1-n1c(SC(C)C(=O)NCC2CCCO2)nc2ccccc2c1=O (configuration not stated)	5	0	0	3	0.97	0	-2	1	-5
O=C(NCc1ccc(OC(F)(F)F)cc1)C1CC2Cn3c(nc4ccccc43)C2N1c1ccccc1 (configuration not stated)	-1	-3	-22	-8	1.1	-3	-14	1.1	-12
Cc1cc(-c2nnc(CCC(=O)NCc3cccc(C(F)(F)F)c3)o2)no1	4	-3	-4	-27	1.3	0	-2	1	-7
CC1(C)CC(=O)c2cnc(NC(=O)Cc3ccc(Cl)cc3)nc2C1	20	-2	1	2	0.98	-4	-6	1.1	-8
CC1(c2ccccc2)NC(=O)N(CC(=O)Nc2cccc(/C=C/c3ccccn3)c2)C1=O (configuration not stated)	14	-3	0	-18	1.2	-1	6	0.94	-7
OCCC1CN(Cc2cccn2-c2cccnc2)CCN1C1CCCC1 (configuration not stated)	3	0	-1	-3	1	2	-10	1.1	-4
CC(C)(C)Cc1nnc(NS(=O)(=O)Cc2ccccc2)s1	9	-5	1	-18	1.2	1	-2	1	3

Results in A3G deaminase, for some of the entries so far:
Structure	A3G deaminase
CC1(c2ccccc2)NC(=O)N(CC(=O)Nc2cccc(/C=C/c3ccccn3)c2)C1=O (configuration not stated)	-7
OCCC1CN(Cc2cccn2-c2cccnc2)CCN1C1CCCC1 (configuration not stated)	-4
CC(C)(C)Cc1nnc(NS(=O)(=O)Cc2ccccc2)s1	3
